Compound activity from PubChem BioAssay.
IP6K1 inh: inhibitors of human IP6K1 | Q92551 | IP6K1 kinase, ADP-Glo luminescence, 2 h; active compounds read low | activity change, % (series mostly up to about 58 µM) | 140,000 tested, 0.81% active; in the data active = activity change below about -25%
Target sequence (Q92551 whole entry, looked up): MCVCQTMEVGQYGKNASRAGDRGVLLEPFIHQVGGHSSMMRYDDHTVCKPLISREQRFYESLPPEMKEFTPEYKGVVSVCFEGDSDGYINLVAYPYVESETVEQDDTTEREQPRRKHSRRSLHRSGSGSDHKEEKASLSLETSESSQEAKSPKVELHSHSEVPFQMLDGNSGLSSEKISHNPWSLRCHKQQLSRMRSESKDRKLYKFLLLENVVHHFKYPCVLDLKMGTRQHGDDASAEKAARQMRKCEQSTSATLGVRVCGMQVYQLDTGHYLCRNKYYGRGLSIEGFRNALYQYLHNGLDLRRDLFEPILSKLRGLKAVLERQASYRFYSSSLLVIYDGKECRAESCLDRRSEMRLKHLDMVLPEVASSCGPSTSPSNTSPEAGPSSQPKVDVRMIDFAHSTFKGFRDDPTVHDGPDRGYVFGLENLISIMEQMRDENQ
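ADP-Glo luminescence measures ADP made by human IP6K1 during a 2 h RT reaction with ATP/IP6 (mix at 1.3 mM/130 uM); top library doses 57.5 and 19.1 uM final.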
SNCA viab count: reduces viability of HEK-293 SNCA reporter cells. HEK-293-SNCA-luc viability, GF-AFC fluorescence, 24 h. AID 1671193. Potency, µM (highest dose often 57.1 µM), without a hit: at the top dose activity change, negative = cytotoxicity, actives largely listed as cytotoxic. 150,000 tested, 0.12% active;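 note: potency is the fitted concentration of half-maximal effect; 0% = DMSO-treated cells and -100% = medium-only wells without cells; nearly all actives have a fitted effect of over 30% in size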
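Cytotoxicity counterscreen: after 24 h compound treatment of genome-edited SNCA-luciferase HEK-293 cells, live-cell protease substrate GF-AFC read by fluorescence after 30 min; activity scaled between DMSO (0%) and medium-only (-100%), curves Hill-fitted.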
HEK cytotox: cytotoxic compounds in HEK 293 cells | HEK 293 viability, ATP luminescence (CellTiter-Glo), 48-72 h | Potency, µM (titrated, usually from 115 µM), inactives show top-dose activity change, negative = cytotoxicity, hits mostly inhibitors | 94,000 tested, 6.6% active | AID 1345083; note: potency is the fitted concentration of half-maximal effect; nearly all actives have a fitted effect of over 60% in size
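Luminescence from cellular ATP, measured with CellTiter-Glo, indicates HEK 293 viability. Cells plated at 250 cells/well are treated with compound for 48 or 72 hr at 37 degree Celsius before reagent addition.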
FLuc inh: inhibitors of firefly (Photinus pyralis) luciferase; Potency, µM (top dose mostly 115 µM), for the others: at the highest dose activity change, negative = inhibition, most hits filed as inhibitors; P08659; purified P. pyralis luciferase, luminescence, biochemical; 76,000 tested, 2.5% active; note: potency is the fitted concentration of half-maximal effect; nearly all actives have a fitted effect of over 65% in size
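Luminescence read by CCD imager after adding enzyme (10nM final) to wells holding compound, titrated in qHTS. Substrates 10uM each D-luciferin and ATP; buffer 50mM Tris acetate pH 7.5, 10mM Mg acetate, Tween-20, BSA.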
GPT2 inhibitor: GPT2 alanine aminotransferase inhibition. Potency, µM (titrated, usually from 57.7 µM), for inactives: at the highest dose activity change, negative = inhibition, actives largely listed as inhibitors. 100,000 tested, 0.25% active. Recombinant GPT2, coupled pyruvate oxidase/HRP Amplex Red fluorescence. AID 1671188. Q8TD30; note: potency is the fitted concentration of half-maximal effect; nearly all actives have a fitted effect of over 60% in size; many of its hits are not listed in these tables
Target sequence (Q8TD30 whole entry, looked up): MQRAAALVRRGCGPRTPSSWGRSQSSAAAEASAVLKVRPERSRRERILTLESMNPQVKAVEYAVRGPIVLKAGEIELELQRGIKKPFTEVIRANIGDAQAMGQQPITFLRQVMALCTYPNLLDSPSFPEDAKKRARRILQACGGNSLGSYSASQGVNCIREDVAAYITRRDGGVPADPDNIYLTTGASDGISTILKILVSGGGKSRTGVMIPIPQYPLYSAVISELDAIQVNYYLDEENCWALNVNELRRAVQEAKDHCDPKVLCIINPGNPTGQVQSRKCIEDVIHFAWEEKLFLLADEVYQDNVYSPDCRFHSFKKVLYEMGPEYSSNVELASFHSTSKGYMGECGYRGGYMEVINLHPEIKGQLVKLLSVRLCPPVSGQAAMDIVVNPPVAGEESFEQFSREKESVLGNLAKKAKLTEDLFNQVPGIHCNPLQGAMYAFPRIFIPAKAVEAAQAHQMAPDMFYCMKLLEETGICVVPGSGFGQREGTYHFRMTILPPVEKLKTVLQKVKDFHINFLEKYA
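Inhibition is scored from Amplex Red fluorescence generated when pyruvate oxidase and HRP act on pyruvate released by GPT2. Reactions contain 10ng/uL enzyme, 250uM a-KG and 2mM L-alanine and run 30 min at room temperature.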
3T3 cytotox: cytotoxic compounds in NIH 3T3 cells | NIH 3T3 viability, CellTiter-Glo ATP luminescence, 48-72 h | 94,000 tested, 4.3% active | Potency, µM (top dose mostly 96.7 µM), for the others: at the top dose activity change, negative = cytotoxicity, usual class: inhibitors | AID 1345082; note: potency is the fitted concentration of half-maximal effect; nearly all actives have a fitted effect of over 55% in size
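Cells were seeded at 400 per well, treated with pin-transferred compound, and kept 48 or 72 hr at 37 °C before CellTiter-Glo addition and luminescence imaging of cellular ATP.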
SNCA expr inh: reduces expression of the alpha-synuclein gene; HEK-293 SNCA-luciferase knock-in, luminescence, 24 h; Potency, µM (doses to about 57.2 µM), without a hit: top-dose activity change, negative = inhibition, actives largely listed as inhibitors; 140,000 tested, 0.17% active; AID 1671194;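 note: potency is the fitted concentration of half-maximal effect; plate controls were DMSO cells for no effect and cell-free wells for full effect; nearly all actives have a fitted effect of over 45% in size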
An asterisk follows results filed as active; i = inactive; u = inconclusive; x = not tested or not shown; & = joins results of further samples; [ ] = remark or other dose. Unless noted, calls come from the whole dose curve; as a rule, active = well fitted curve in the direction sought with a large enough effect; inconclusive = small, poorly fitted or top-dose-only effect, or another doubt; inactive = no such curve, though single readings can be large; an effect the other way counts as inactive or inconclusive. Unless noted, % is set by controls: 0 for no effect and ±100 for the full control effect. Not all compounds are listed; the hit share may differ from the screen's.

SMILES	IP6K1 inh	SNCA viab count	HEK cytotox	FLuc inh	GPT2 inhibitor	3T3 cytotox	SNCA expr inh
Cc1cc2cc(-c3c(C)noc3C)nc(-c3ccccc3)c2o1	2	2%[87.6 µM]	u	8%[172 µM]	i	u	-8%[87.6 µM]
CN(C)c1ccc(C(=O)N2CCC(Oc3nccnc3N(C)C)C2)cc1 (stereo not drawn)	4	-13%	-24%	0%	i	-19%	33%[activator]
COc1ccc(CN2CCc3nc(N4CCN(C)CC4)[nH]c(=O)c3CC2)c(OC)c1	0	-13%	0%	0%	i	-14%	6%
O=C(CN1C(=O)NC2(CCOCC2)C1=O)NCCc1cccs1	0	5%	2%	-12%	2%	i	11%
Cc1ccc2c(c1)c(C(=O)N1CCC3(CCNC(=O)CC3)CC1)nn2C	-2	13%	u	-7%	0%	-4%	6%
CCCc1nnc([C@H]2CCN(Cc3ccc(C)o3)C2)o1	3	-3%[87.6 µM]	-2%[230 µM]	-2%[230 µM]	2%[88.5 µM]	u	-7%[87.6 µM]
CCCN1C(=O)C(O)(CC(=O)c2ccc(OC)c(OC)c2)c2ccccc21 (stereo not drawn)	18	-4%	x	x	x	x	-2%
O=C(O)Cn1ccc2cc(OCCc3cccc(-c4ccccc4F)c3)cnc21	-12	-1%[87.6 µM]	u	u	2%[88.5 µM]	-17%[138 µM]	-7%[87.6 µM]
O=C(CN1CCCCC1)N1CCCC(N2CCN(Cc3ccc4c(c3)OCO4)CC2)C1 (stereo not drawn)	6	-18%	u	0%	i	u	u
Nc1ncnc2c1ncn2[C@@H]1O[C@H](CO)[C@@H](O)[C@H]1O	8	-4%	x	x	-2%&-13%	x	-27%
CCOCCNC(=O)CNC(=O)c1ccc(-c2cccc(C(F)(F)F)c2)cc1	-1	-6%[12.5 µM]	u	x	-12%	u	69%[activator]
CCCCCNC(=O)c1cc(-c2ccc(F)cc2)nc2c1cnn2C	0	x	u	x	x	-26%	x
COc1ccc(NC(=O)c2cc(S(=O)(=O)N3CCCC(C)C3)cn2C)c(OC)c1 (stereo not drawn)	-5	6%	x	x	x	x	9%
Cc1ccc(C)c(NC(=O)CSc2ccc3nc(-c4ccccc4)cn3n2)c1	-3	1%	x	x	x	x	72%[activator]
COc1ccc(Cn2ccc3nc(C)c(C(=O)Nc4ccc(OC(F)(F)F)cc4)cc3c2=O)cc1	4	-9%	x	x	x	x	u
O=C1COCC2(CN(CCC(F)(F)F)C2)CN1Cc1cccc(OC(F)(F)F)c1	15	6%[87.6 µM]	u	0%[172 µM]	u	-16%[138 µM]	u
COc1cc2c(cc1OC)CN(C(=O)C[C@@H]1CCNC[C@@H]1Cc1cc(CN3CCCCC3)on1)CC2	-7	-6%	2%	0%	1%	-20%	7%
CN1C(=O)CS(=O)(=O)C12CCN(C(=O)c1ccco1)CC2	-2	3%	4%	-1%	0%	i	u
CC(=O)NCCNc1cc(C)c2ccc(Cl)cc2n1	56	-4%	-25%	-2%	-24%[11.5 µM]	-21%	3%
O=C(c1cc(F)ccc1F)N1CCC(n2cc(-c3nc(C4CC4)no3)nn2)C1 (stereo not drawn)	-6	0%	-22%	1%	i	-30%	-16%
COC(=O)c1cc2sc(Cl)cc2n1Cc1nc(-c2ccccc2F)oc1C	2	-3%	x	x	x	x	-1%
O=C(O)c1cccc(-c2n[nH]c3c2CC(=O)N(CC2CCOCC2)C3)c1	8	5%[87.6 µM]	i	-9%[172 µM]	-15%[88.5 µM]	u	-4%[87.6 µM]
CN1CC(=O)N(C2CCNC2)Cc2c(NCC3CC3)ncnc21 (stereo not drawn)	-2	-1%	5%	x	u	2%	-16%
N#Cc1cccnc1-c1ccc(C(=O)N2CCC(N[S+](=O)([O-])c3ccccc3)CC2)cc1	14	3%[12.5 µM]	-23%	x	u	-29%	0%
CCOC(=O)c1cnc2c(C)cccc2c1Nc1ccc(OC(C)C)cc1	46	5%	x	x	x	x	12%
O=C(c1ccccc1F)N1CCC(c2nn(-c3ccc(F)cc3)c(=O)[nH]2)CC1	12	5%	-25%	-10%	2%	u	8%
O=C1Cc2c(-c3ccccc3)n[nH]c2CN1CCOc1ccccc1	7	-9%[87.6 µM]	-7%[172 µM]	u	-6%[88.5 µM]	u	136%[activator][87.6 µM]
CC(=O)c1ccc(S(=O)(=O)Nc2ccc(-c3cn4c(C)csc4n3)cc2)cc1	-3	8%	x	x	x	x	-2%
CCOC(=O)c1cccc(NC(=O)c2ccc3c(c2)N(C)C2CCCCN2C3=O)c1 (stereo not drawn)	4	5%[12.5 µM]	35µM*	u	i	u	10%
Cc1ccc(CNC(=O)[C@H]2CCC[C@H]2NC(=O)c2cnc(C)cn2)cc1	9	5%	1%	-1%	i	-2%	35%[activator]
COCCNC(=O)c1nc(-c2c(C)cccc2C)c2ccccn12	9	7%[87.6 µM]	35µM*	-1%[172 µM]	-5%[88.5 µM]	u	-19%[87.6 µM]
Cc1c(C(=O)NCc2ccccc2)sc2nc[nH]c(=O)c12	19	9%	x	x	x	x	27%
O=C(CN(CCc1ccccc1)S(=O)(=O)c1ccccc1)NCc1ccc(Cl)cc1	14	-7%	x	x	x	x	u
COC(=O)CNC(=O)c1cc(-c2cccc(C(F)(F)F)c2)c2cccn2n1	-5	-9%	u	x	-25%	u	-15%
COc1ccccc1C(=O)N[C@H]1[C@H](O)[C@H](O)C[C@@H]1c1cccnc1	3	7%[87.6 µM]	-10%[172 µM]	-2%[172 µM]	-2%[88.5 µM]	-12%[138 µM]	3%[87.6 µM]
COCC(=O)N1CCN(C(=O)c2nc3cccnc3n(-c3ccccc3OC)c2=O)CC1	6	16%	-1%	x	2%	-16%	-17%
CC(NC(=O)c1cccc2c1CCN2C(=O)Nc1ccccc1)c1cccnc1 (stereo not drawn)	-14	-21%	u	6.3µM*	i	-21%	-16%
CCOC(=O)[C@@H]1CN(C(=O)c2ccc(F)cc2)[C@H]2c3ccccc3O[C@@H]12	26	x	-24%	x	x	u	x
O=C(Cn1c(SCC(=O)Nc2ccc(F)cc2)nc2ccccc21)NCc1ccccc1Cl	15	-29%	x	x	x	x	-2%
O=C(c1cn[nH]c1)N1CCC(c2nc(CCOCC3CC3)no2)C1 (stereo not drawn)	13	-2%[12.5 µM]	-3%	0%	3%	i	u
COc1ccc(-c2nc3n(n2)C(c2ccc(OC)c(OC)c2)C(C(=O)Nc2cccnc2)=C(C)N3)cc1 (stereo not drawn)	4	4%	x	x	x	x	0%
COc1ccc(C(=O)Oc2cc(-c3ccc4c(c3)OCO4)cc(=O)c3c(C)oc(C)c23)cc1	5	-7%	x	x	x	x	-26%
O=C(NCCc1ccccc1F)C1CCc2nnc(C3CCN([S+](=O)([O-])c4ccccc4Cl)CC3)n21 (stereo not drawn)	-3	-12%	1%	x	-1%	-15%	2%
COc1cccc(-c2ccc(C(=O)N3CCC(C(=O)NCCc4ccc(F)cc4)CC3)cc2)c1	-11	1%[12.5 µM]	u	x	5%	u	25%
COc1cccc(CC(=O)N2CCC3(CC2)CN(c2ncccn2)CC3CO)c1 (stereo not drawn)	5	13%	i	-4%	3%	-7%	-21%

Reprinted at random: three compounds from above.
SMILES	IP6K1 inh	SNCA viab count	HEK cytotox	FLuc inh	GPT2 inhibitor	3T3 cytotox	SNCA expr inh
COc1cccc(-c2ccc(C(=O)N3CCC(C(=O)NCCc4ccc(F)cc4)CC3)cc2)c1	-11	1%[12.5 µM]	u	x	5%	u	25%
O=C(c1cn[nH]c1)N1CCC(c2nc(CCOCC3CC3)no2)C1 (stereo not drawn)	13	-2%[12.5 µM]	-3%	0%	3%	i	u
CC(NC(=O)c1cccc2c1CCN2C(=O)Nc1ccccc1)c1cccnc1 (stereo not drawn)	-14	-21%	u	6.3µM*	i	-21%	-16%

Carrying on:
SMILES	IP6K1 inh	SNCA viab count	HEK cytotox	FLuc inh	GPT2 inhibitor	3T3 cytotox	SNCA expr inh
CC1Oc2ccc(NC(=O)c3ccccc3)cc2CN(Cc2ccc(Cl)cc2)C1=O (stereo not drawn)	8	u	8.9µM*	-12%	i	u	-15%
O=C(NCc1ccccn1)C1CCCN(Cc2cccc(-c3ccsc3)c2)C1 (stereo not drawn)	0	x	u	x	x	u	x
CC(C)c1ccc(NC(=O)c2cnn3c(C(F)F)cc(-c4ccccc4)nc23)cc1	1	8%	x	x	x	x	3%
COCC(=O)N1CCC(Oc2nccnc2N2CCc3ccccc32)C1 (stereo not drawn)	34	8%	-1%	35µM*	i	i	133%[activator]
COc1ccccc1C(=O)N1CC[C@H]2COC(=O)N2c2cc(F)ccc2C1	1	-3%[87.6 µM]	-5%[172 µM]	-2%[172 µM]	i	-1%[174 µM]	3%[87.6 µM]
CC(=O)N1CCCC(Cc2ncc(C)n2C(C)C)C1 (stereo not drawn)	-10	-11%	i	10%	u	5%	15%
O=C(NC1CCCCC1)O[C@@H]1CO[C@H]2[C@@H]1OC[C@@H]2NC(=O)c1ccccc1	10	6%[87.6 µM]	u	-7%[172 µM]	1%[88.5 µM]	-29%[138 µM]	0%[87.6 µM]
CCC(=O)N1CCc2cc(Br)cc(S(=O)(=O)N3CCC(C(=O)Nc4ccc(OC)cc4)CC3)c21	12	9%	x	x	x	x	-12%
O=C(c1ccccc1F)N1CCn2c(nnc2[C@@H]2C[C@@H](O)CN2Cc2ccccc2)C1	-8	-2%[12.5 µM]	0%	5%	2%	3%	40%[activator]
Cc1ccc(OCC(=O)c2ccc3c(c2)N(CC(=O)NC2CCCCC2)C(=O)CO3)c(Cl)c1	-7	0%	u	u	-7%	-8%	11%
CCOc1ccc(C(=O)NC2CCCN(c3cc(-c4ccc(F)cc4)[nH]n3)C2)cc1 (stereo not drawn)	8	-27%	u	-17%	-20%	u	61%[activator]
CN1CCC(NC(=O)c2n[nH]c3c2CN(C(=O)c2cc(F)cc(F)c2)CC3)CC1	-2	2%	-4%	8%	i	i	9%
O=C1NC2(CCN(Cc3ccccn3)CC2)COc2ccccc21	23	8%[87.6 µM]	-21%[172 µM]	4%[172 µM]	3%[88.5 µM]	-17%[138 µM]	u
NS(=O)(=O)c1ccc(CCNc2ncnc3c2cnn3-c2cccc(Cl)c2)cc1	-6	u	x	x	x	x	-10%
Cc1nc(N2CCN(C(=O)COc3ccc(F)cc3)CC2)cc(C(F)(F)F)n1	-17	-4%	u	0%	i	u	u
CC(C(=O)O)c1ccc2c(c1)[nH]c1ccc(Cl)cc12 (stereo not drawn)	2&15	-4%	x	x	0%&0%	x	-42%[25.6 µM]
c1cc(-c2ccnc3nc(C4CCC4)nn23)ccn1	-13	4%	-1%	3%	i	-13%	-16%
O=C(NCCOc1ccccc1)c1nc2c(o1)CCN(Cc1ccc3[nH]ccc3c1)CC2	3	-3%[87.6 µM]	71µM*	9%[172 µM]	-10%[88.5 µM]	u	18%[87.6 µM]
